# Screening data deposited in PubChem by National Center for Advancing Translational Sciences (NCATS).
# Vif-APOBEC3F blk = inhibitors of Vif-A3F interaction; HeLa A3F-eYFP + Vif (tagged APOBEC3F with the HIV-1 protein that degrades it), YFP fluorescence increase; AID 602313; 390,000 compounds, 0.2% hits; Potency, µM (highest dose often 46.1 µM), inactives show at the top dose activity, negative = active; note: potency is the fitted concentration of half-maximal effect; % of control where 0% means no effect; nearly all actives have a fitted effect of over 65% in size
#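 HeLa cells stably expressing A3F-eYFP plus Vif, plated and incubated overnight at 37 deg C, then exposed to compounds overnight at 37 deg C. Blocked degradation read as raised yellow fluorescence (Ex 488/Em 500-530).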
# ERG Ets-DNA blk = blocks human ERG Ets domain binding to DNA; P11308; 370,000 compounds, 0.028% hits; fluorescence polarization, His-ERG Ets domain / labelled DNA; AID 624246; Potency, µM (doses to about 76.9 µM), for inactives: top-dose FP activity, negative = inhibition, most hits filed as inhibitors; active = well fitted inhibition curve with a large enough effect in the polarisation, with a control signal flat; inconclusive = small, poorly fitted or top-dose-only effect, or effect the other way, or a change in a side signal; inactive = no such curve, though single readings can be large or run the other way; the % refers to the polarisation;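 note: polarization taken with two DNA probes labelled with fluorescein and Texas red; potency is the fitted concentration of half-maximal effect; % of control where 0% means no effect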
# Target sequence (P11308 whole entry, looked up, the tested form may be a part): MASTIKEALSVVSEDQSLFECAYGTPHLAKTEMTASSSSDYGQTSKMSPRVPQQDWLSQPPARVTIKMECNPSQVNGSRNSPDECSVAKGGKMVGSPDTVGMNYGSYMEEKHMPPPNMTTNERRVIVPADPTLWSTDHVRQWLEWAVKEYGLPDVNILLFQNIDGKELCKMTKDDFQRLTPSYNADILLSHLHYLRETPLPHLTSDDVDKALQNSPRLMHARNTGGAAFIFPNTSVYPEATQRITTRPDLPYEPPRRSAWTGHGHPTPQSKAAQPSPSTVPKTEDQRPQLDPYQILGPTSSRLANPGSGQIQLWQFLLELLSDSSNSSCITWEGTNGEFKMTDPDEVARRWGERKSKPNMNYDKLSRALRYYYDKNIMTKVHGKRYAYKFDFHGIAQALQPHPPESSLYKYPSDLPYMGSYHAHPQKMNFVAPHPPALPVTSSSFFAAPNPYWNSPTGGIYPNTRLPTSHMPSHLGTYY
#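 His-tagged ERG Ets domain (1 uM in the protein solution; 300mM KCl, 50mM Tris-HCl, 1mM EDTA, 1mM DTT, pH 7.5) received compound, then a probe mix of 5 nM fluorescein-DNA and 100nM Texas-615-DNA. Fluorescence polarization was read for both dyes.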
# ALOX12 inh = inhibitors of human 12S-lipoxygenase ALOX12; P18054; purified 12hLO, xylenol orange hydroperoxide absorbance; Potency, µM (top dose mostly 108 µM), inactives show top-dose activity change, negative = inhibition, most hits filed as inhibitors; 580,000 compounds, 1.1% hits; AID 1671190; note: potency is the fitted concentration of half-maximal effect; % is set by controls: 0 for no effect and ±100 for the full control effect
#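 Purified human 12hLO at 150 nM in 25 mM Hepes, 0.01% Triton X-100, pH 7.0, preincubated 15 min at room temperature with compound. Reaction started with 40 uM arachidonic acid, 30 min at room temperature. Hydroperoxide measured by Fe-xylenol orange, 573/405 nm absorbance ratio.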
# D2 agonist = D2 dopamine receptor (human) agonism; 340,000 compounds, 0.53% hits; HEK293 T-REx D2 cells, calcium flux agonist mode; P14416; AID 485358; activation, % at 2 µM;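 active = activation over 3 SD above normal in the single-dose calcium agonist read, cut at about 30% in these data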; note: 0% is about no effect
#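 Tetracycline-induced HEK293 Trex cells with D2 receptor force-coupled to calcium signaling, plated overnight at 30 C and loaded with no-wash calcium dye. Calcium flux read kinetically for 180 s after compound addition; responses flag agonists.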
# LDHA inh = LDHA (human) enzyme inhibition; P00338; purified LDHA, NADH/diaphorase-resazurin fluorescence; stronger effect = lower value; activity change, % (values are at about 110 or 230 µM); 480,000 compounds, 0.15% hits; AID 1347041; in the data active = activity change below about -30%; inconclusive = mostly about -25% to -30%;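 note: plate controls were DMSO wells for no effect and wells without enzyme for full effect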
#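 Enzyme activity of human lactate dehydrogenase 5 (2 nM; 0.06 mM NADH, 0.2 mM pyruvate, 5 min, RT) is measured via a resazurin/diaphorase fluorescence readout of residual NADH.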
# GRP78 ERSR act = ER stress response induction in glioma | Potency, µM, inactives show at the highest dose activation, hits mostly activators | 420,000 compounds, 0.02% hits | U87-MG GRP78 promoter luciferase reporter, 16 h; note: potency is the fitted concentration of half-maximal effect; series mostly up to about 76 µM; % of control where 0% means no effect; nearly all actives have a fitted effect of over 35% in size
#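 ERSR induction read as luciferase luminescence (Bright-Glo, 10 min at room temperature) in stably transfected human U87-MG glioma cells exposed to compounds for 16 h, using GRP78 as sensor.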
# RGS4 inh = inhibitors of human regulator of G protein signaling 4. 390,000 compounds, 0.039% hits. Potency, µM (titrated, usually from 114 µM), inactives show at the top dose activity change, negative = inhibition, actives largely listed as inhibitors. Transcreener GDP fluorescence polarization, RGS4-accelerated GTP hydrolysis; note: potency is the fitted concentration of half-maximal effect; % is set by controls: 0 for no effect and ±100 for the full control effect; nearly all actives have a fitted effect of over 75% in size; some results filed as inactive show a strong effect at the top dose
# Target sequence (P49798 whole entry, looked up): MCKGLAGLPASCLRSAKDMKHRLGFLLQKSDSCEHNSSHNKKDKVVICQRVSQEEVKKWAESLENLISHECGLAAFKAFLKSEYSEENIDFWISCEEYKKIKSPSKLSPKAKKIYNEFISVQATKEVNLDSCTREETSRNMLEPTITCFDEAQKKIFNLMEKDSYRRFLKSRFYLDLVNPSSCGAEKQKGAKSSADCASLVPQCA
#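 MLSMR compounds (23 nl, pin-transferred) preincubated 10 min at room temperature with a 500nM (2x) first reagent, then RGS4 at 900nM (2x) plus Transcreener GDP mix added; fluorescence polarization (620/688 nm) read before and after 90 min at 30 °C.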
# Vif-A3G inh = inhibitors of Vif-APOBEC3G interaction | AID 602310 | HeLa A3G-eYFP + Vif (tagged APOBEC3G with the HIV-1 protein that degrades it), YFP fluorescence, overnight | Potency, µM (series often up to 46.1 µM), for inactives: at the top dose activity, negative = active, hits mostly inhibitors | 410,000 compounds, 0.076% hits | Q9HC16;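 note: potency is the fitted concentration of half-maximal effect; % is set by controls: 0 for no effect and ±100 for the full control effect; nearly all actives have a fitted effect of over 60% in size; hits raise eYFP signal because A3G escapes Vif-driven loss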
# Target sequence (Q9HC16 whole entry, looked up): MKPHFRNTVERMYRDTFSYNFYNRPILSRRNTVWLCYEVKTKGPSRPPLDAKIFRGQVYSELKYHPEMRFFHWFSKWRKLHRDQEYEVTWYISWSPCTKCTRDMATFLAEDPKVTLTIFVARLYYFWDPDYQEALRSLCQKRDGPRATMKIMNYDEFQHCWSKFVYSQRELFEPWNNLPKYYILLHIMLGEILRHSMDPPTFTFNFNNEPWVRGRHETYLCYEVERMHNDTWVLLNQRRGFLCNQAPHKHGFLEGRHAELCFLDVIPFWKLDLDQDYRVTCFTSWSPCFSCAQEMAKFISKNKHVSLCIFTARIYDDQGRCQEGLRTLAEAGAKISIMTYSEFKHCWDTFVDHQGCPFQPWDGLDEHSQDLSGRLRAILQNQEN
#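 Read-out is eYFP fluorescence (Ex 488/Em 500-530) from Vif-expressing HeLa A3G-eYFP cells; more signal means A3G escaped Vif-mediated degradation. Cells plated overnight, compound pinned in, incubated overnight at 37 deg C.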
# D2 antag = antagonizes the human D2 dopamine receptor | inhibition, % at 10 µM | HEK293 TREx D2 cells, calcium flux, dopamine EC80 | 340,000 compounds, 2% hits; in the data active = inhibition above about 30%; note: 0% is about no effect
#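 Measurement of antagonist activity uses fluorescent calcium dye in inducible HEK293 T-REx D2 cells: 10 s baseline, compound addition with 180 s read, EC80 dopamine addition with a further 180 s read.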
# The depositor's hits bear a star; u = inconclusive; x = not tested or not shown; & = joins results of further samples; [ ] = another dose, or the depositor's remark. Unless noted, calls come from the whole dose curve; as a rule, active = well fitted curve in the direction sought with a large enough effect; inconclusive = small, poorly fitted or top-dose-only effect, or another doubt; inactive = no such curve, though single readings can be large; an effect the other way counts as inactive or inconclusive. Only part of the results is shown; the hit share may differ from the screen's.
molecule,Vif-APOBEC3F blk,ERG Ets-DNA blk,ALOX12 inh,D2 agonist,LDHA inh,GRP78 ERSR act,RGS4 inh,Vif-A3G inh,D2 antag
CC(=O)c1cccc(NC(=O)C2Cc3c(-c4ccccc4Oc4ccccc4)ccnc3O2)c1 (stereo not given),x,x,0%,x,-9,1%,x,1%,x
O=C(Cn1c(=O)sc2ccccc21)Nc1ccc(S(=O)(=O)N2CCCC2)cc1,6%,1%,-19%,-0.5,-1,3%,-22%,-3%,-11
CCN(CC)S(=O)(=O)c1ccc(S(=O)(=O)N(Cc2ccccn2)Cc2ccco2)cc1,-2%,x,8%[57.4 µM],-1.5,-12,-2%,5%,3%,1
Cc1nn(C)cc1NC(=O)c1ccc(Br)o1,12%,x,-14%,1.4,-9,-4%,-15%,2%,-2
CCN1C(=O)c2cccc3c(S(=O)(=O)NC(Cc4ccccc4)C(=O)O)ccc1c23 (stereo not given),0%,12%,-1%,0.7,-2,2%,19%,1%,5
COc1cccc(C(=O)Nc2ccccc2-c2nc(-c3ccc(C)cc3)no2)c1,-2%,4%,5%,-0.1,-2,2%,-9%,2%,x
COc1ccc(CCC(=O)N2CCCc3ccccc32)cc1,15%,-6%,0%,0.0,-1,-5%,-22%,-3%,7
CCC(C)(C)NC(=O)C1CCCN(S(=O)(=O)c2ccc3c(c2)CC(C)N3C(=O)C2CC2)C1 (stereo not given),-7%,9%,1%,0.4,-1,3%,-8%,2%,-13
Cn1c(=O)c2c(SCC(=O)N3CCc4ccccc43)nc(-c3ccccc3Cl)nc2n(C)c1=O,x,-3%,-30%,0.1,2,x,34%,x,x
Cc1cc(C(=O)COC(=O)Cc2n[nH]c(=O)c3ccccc23)c(C)n1-c1cccc(C(F)(F)F)c1,-1%,1%,-17%,-1.2,1,-4%,-16%,0%,10
CCCCNc1nnc(SCC(=O)N2CCN(S(=O)(=O)c3ccc4ccccc4c3)CC2)s1,-1%,-4%,5%,1.0,-5,-2%,2%[11.4 µM],1%,15
COc1ccc(/C=C(\NC(=O)c2ccc(Cl)cc2)C(=O)NCC2CCCO2)cc1OC (stereo not given),6%,9%,4%,0.7,-2,-5%,25%,2%,15
COc1cccc(CN2CCN(c3nc4nonc4nc3N3CCCCC3)CC2=O)c1,-1%,-6%,0%,1.0,-8,-3%,-16%,-1%,-7
CCOc1cc(C(=S)N2CCCC2)ccc1OC,0%,-7%,6%,0.3,0,-2%,-1%,0%,1
COc1ccc(-n2c(C)nc3cc(C(=O)NC4CCCC4)ccc32)cc1,0%,2%,-11%,-0.4,-4,-4%,8%,0%,x
COc1ccc(NC(=O)c2cc3n(n2)C(C(F)(F)F)CC(c2ccc(OC)cc2)N3)cc1 (stereo not given),-3%,1%,-11%,x,-10,0%,13%,3%,x
Cc1cc(C(C)(C)C)cc(C)c1C(=O)O,-4%,3%,u,0.5,-11,-6%,4%,-1%,2
O=C1CC(N2CCN(C(c3ccccc3)c3ccccc3)CC2)C(=O)N1 (stereo not given),-18%,-17%,-1%,0.6,-6,-1%,-5%,0%,-4
CCCCN(CCCC)NC(=O)c1ccccc1,-27%,3%,7%,-0.2,-4,0%,-16%,-3%,-14
CCN(C(=O)COc1ncnc2ccccc12)C1CCCCC1,-8%,-1%,-5%,x,-1,-6%,37%,0%,x
COC(=O)CNC(=O)C(Cc1ccccc1)NS(=O)(=O)c1ccc2c(c1)c(=O)n(C)c(=O)n2C (stereo not given),1%&7%,-6%&6%,-5%&-1%,1.6&0.5,-7&10,u,14%&-5%,0%&3%,-7
COc1ccccc1CN1CCC(CNS(=O)(=O)c2cc(-c3cc(C)no3)ccc2C)CC1,-9%,-5%,-8%,0.4,-2,0%,5%,0%,18
COc1nn(-c2ccccc2)c(=O)c(Cl)c1Cl,9%,14%,-20%,-1.9,-3,-14%,21%,-24%,-10
COc1cc(Cn2c3ccc(NC(=O)CC(C)C(F)(F)F)cc3c(=O)n2C)ccc1F (stereo not given),x,x,-27%,x,2,-4%,x,-6%,x
CCOc1ccc(-c2c(C(=O)N/N=C/C3CCCCC3)nnn2-c2nonc2N)cc1,-1%,4%,2%,0.3,-4,-4%,7%,1%,4

# The list continues:
molecule,Vif-APOBEC3F blk,ERG Ets-DNA blk,ALOX12 inh,D2 agonist,LDHA inh,GRP78 ERSR act,RGS4 inh,Vif-A3G inh,D2 antag
Cc1ccc(CNC(=O)Cc2ccc(-n3cccc3)cc2)cc1,-19%,-3%,0%,0.1,-3,-5%,-20%,u,0
Cc1ccc(Nc2c([N+](=O)[O-])c(=O)n(C)c3ccccc23)cc1,6%,-2%,u,-1.0,0,-5%,10%,u,1
Cc1ccc(C(=O)c2ccc([N+](=O)[O-])cc2)cc1,-6%,x,u,0.5,-7,8%,-16%,-4%,3
CC(OC(=O)c1ccccc1NS(=O)(=O)c1cccc(C(F)(F)F)c1)C(=O)N(C)Cc1ccccc1 (stereo not given),-34%,-5%,-4%,-0.1,-1,-3%,21%,-4%,5
CC(Sc1ncccn1)C(=O)NC1CCCC1 (stereo not given),-8%,-15%,202%[activator],x,-9,-4%,-37%,2%,x
CC1Sc2ccc(S(=O)(=O)N3CCC(C(=O)NCc4ccco4)CC3)cc2NC1=O (stereo not given),-10%,0%,-12%,0.5,-8,1%,42%[11.4 µM],1%,23
O=C(COC(=O)CC12CC3CC(CC(C3)C1)C2)Nc1ncc(Cl)cc1Cl,-13%,6%,-9%,-0.7,5,-2%,-9%,2%,15
COc1cc(C(=O)O/N=C(\N)c2ccncc2)cc(OC)c1OC,-8%,x,17%,-0.6,-1,4%,5%,1%,13
CC1=CC(C)C2(CO)COC(c3cccnc3)C1C2C (stereo not given),-2%,9%,8%,0.8,2,-1%,-1%,-1%,2
CCOC(=O)C1(Cc2ccccc2C(F)(F)F)CCN(C(C)CCn2cccn2)CC1 (stereo not given),-11%,0%,u,-1.0,-2,-4%,-9%,0%,-7
Oc1ccc(-c2csc(-c3ccccc3)n2)cc1O,-17%,-1%,7.1µM*,-0.5,16,u,2%,u,-22
CCc1nnc(NC(=O)c2ccc(S(C)(=O)=O)cc2)s1,-3%,-5%,-6%,0.4,-5,-1%,-26%[11.4 µM],3%,6
O=C1CCC(C(=O)Nc2nnc(C3CC3)s2)=NN1,5%,-4%,-14%,2.3,-9,0%,5%,1%,6
O=C(Nc1cccc([N+](=O)[O-])c1)N1CCCc2ccccc21,-1%,-9%,-13%,0.3,-2,10%,5%,3%,2
Cc1cccc(NC(=O)c2ccc(COc3ccccc3)o2)n1,2%,-10%,0%,-2.0,-1,-1%,17%,1%,-15
C=CCNC(=O)CC12CC3CC(C1)CC(CC(=O)NCC=C)(C3)C2,13%,-3%,-7%,-0.2,-4,3%,-13%,4%,-7
CCOc1ccc(OCc2cccc(C(=O)Nc3ccc(CN4CCCCC4)cc3)c2)cc1,u,-1%,u,4.1,-10,-13%,-39%,u,20
Cc1ccc2c(=O)cc(C(=O)Nc3nc4ccc(Cl)cc4s3)oc2c1C,-1%,0%,u,-1.4,-9,-4%,u,-1%,x
CC1=C(Cl)C2=NS(=O)(=O)CCN2C=C1Cl,0%,2%,43%,2.2,u,-4%,14%,5%,-6
COc1ccc(S(=O)(=O)n2nc(OC(=O)c3ccncc3)cc2N)cc1,6%,-15%,2%,-0.1,-16,-5%,15%,0%,7

# Single values from the entries so far.
# CCN1C(=O)c2cccc3c(S(=O)(=O)NC(Cc4ccccc4)C(=O)O)ccc1c23 (stereo not given) – RGS4 inh = 19%
# CC1=CC(C)C2(CO)COC(c3cccnc3)C1C2C (stereo not given) – D2 antag = 2

# Part of the list above in a different format:
# Below each compound – Vif-APOBEC3F blk, ERG Ets-DNA blk, ALOX12 inh, D2 agonist, LDHA inh, GRP78 ERSR act, RGS4 inh, Vif-A3G inh, D2 antag
O=C(COC(=O)CC12CC3CC(CC(C3)C1)C2)Nc1ncc(Cl)cc1Cl
  -13%, 6%, -9%, -0.7, 5, -2%, -9%, 2%, 15
COc1cc(C(=O)O/N=C(\N)c2ccncc2)cc(OC)c1OC
  -8%, x, 17%, -0.6, -1, 4%, 5%, 1%, 13
CC1=CC(C)C2(CO)COC(c3cccnc3)C1C2C (stereo not given)
  -2%, 9%, 8%, 0.8, 2, -1%, -1%, -1%, 2
CCOC(=O)C1(Cc2ccccc2C(F)(F)F)CCN(C(C)CCn2cccn2)CC1 (stereo not given)
  -11%, 0%, u, -1.0, -2, -4%, -9%, 0%, -7
Oc1ccc(-c2csc(-c3ccccc3)n2)cc1O
  -17%, -1%, 7.1µM*, -0.5, 16, u, 2%, u, -22
CCc1nnc(NC(=O)c2ccc(S(C)(=O)=O)cc2)s1
  -3%, -5%, -6%, 0.4, -5, -1%, -26%[11.4 µM], 3%, 6
O=C1CCC(C(=O)Nc2nnc(C3CC3)s2)=NN1
  5%, -4%, -14%, 2.3, -9, 0%, 5%, 1%, 6
